RmlCD inh 1536: M. tuberculosis RmlC/RmlD coupled enzyme inhibitors, primary screen, biochemical, compound mixtures, 384-well, from 1536-well plates; dTDP-4-dehydrorhamnose reductase (Mycobacterium tuberculosis (strain ATCC 25618 / H37Rv)) …; RmlC+RmlD coupled enzyme assay, percent inhibition; primary screen in compound mixtures; inhibition, % at 3.6 µM; 160,000 tested, 0.03% active; in the data active = inhibition mostly above about 34%, no sharp cut-off; inconclusive = no clear call, values can overlap the other calls; inactive = mostly below about 22%; note: some results filed as inactive read as strong as hits
Target sequence (P9WH09 whole entry, looked up): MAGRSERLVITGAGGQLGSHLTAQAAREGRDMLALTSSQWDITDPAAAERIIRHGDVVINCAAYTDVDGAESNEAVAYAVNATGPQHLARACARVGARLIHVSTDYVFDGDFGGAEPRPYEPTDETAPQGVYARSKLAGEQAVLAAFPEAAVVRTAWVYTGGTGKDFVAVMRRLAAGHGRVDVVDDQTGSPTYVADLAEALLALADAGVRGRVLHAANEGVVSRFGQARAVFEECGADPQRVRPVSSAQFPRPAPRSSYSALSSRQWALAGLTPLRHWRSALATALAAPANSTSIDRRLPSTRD
Target sequence (P9WH11 whole entry, looked up): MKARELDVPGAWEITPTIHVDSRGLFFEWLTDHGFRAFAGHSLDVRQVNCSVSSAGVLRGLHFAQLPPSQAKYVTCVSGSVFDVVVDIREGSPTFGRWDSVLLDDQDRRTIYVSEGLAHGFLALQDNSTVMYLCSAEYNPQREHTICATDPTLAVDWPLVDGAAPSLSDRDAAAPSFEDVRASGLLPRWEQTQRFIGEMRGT
M. tuberculosis GlmU: inhibition of mycobacterial GlmU enzyme – biochemical, glucosamine-1-phosphate acetyltransferase (AID 1376); 220,000 tested, 0.25% active; Bifunctional protein GlmU (Mycobacterium tuberculosis (strain ATCC 25618 / H37Rv)); inhibition, %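 (tested at 30 µM in the primary screen)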, or IC50 in µM where a hit was titrated; M. tuberculosis GlmU acetyltransferase enzyme assay; higher % means a stronger effect; in the data active = inhibition above about 13%; inconclusive = no clear call, values can overlap the other calls;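 note: 0% = complete reaction with vehicle and 100% = reaction without substrate; strong numbers were not always called active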
Starred values were filed as active, the others as inactive; ? = inconclusive; . = no result given; & = joins results of further samples.

Compound | RmlCD inh 1536 | M. tuberculosis GlmU
CC(C)n1c(=S)[nH]c2ccccc21 | . | -2.5%
CCOC(=O)NC(CC(=O)O)c1ccc(OC)c(OC)c1 (stereo not given) | . | 3.3%
Cc1ccccc1OCc1nnc(SCC(=O)N2c3ccccc3Sc3ccc(Cl)cc32)o1 | . | 2.1%
O=C(CS(=O)(=O)Cc1ccccc1)Nc1ccc2c(c1)OCO2 | 6.5 | 3.1%
O=C(CC(Nc1cccc(Cl)c1Cl)C(=O)OCC(=O)c1cccs1)c1ccccc1 (stereo not given) | -24.5 | -2.4%
CC1CCC(NC(=O)c2ccc3nc[nH]c3c2)CC1 (stereo not given) | . | 0.6%
COC(=O)c1sccc1-n1cc(C#N)c(=O)n(C)c1=O | -10.0 | 4.8%
Cn1cc(CN2C[C@]3(C)C[C@H]2CC(C)(C)C3)c(-c2ccc3c(c2)OCCO3)n1 | -9.5 | -2.0%
CC1CCC(NC(=O)c2ccc(/C=C3\Oc4ccccc4N(C)C3=O)cc2)CC1 (stereo not given) | 10.2 | -2.5%
COc1ccccc1CC(=O)Nc1cc(Cl)ccc1O | 7.2 | 1.6%
CCOC(=O)c1c(-c2ccc(OC)cc2)csc1/N=C/C1C(=O)CCCC1=O | 9.8 | -3.6%
O=C(CSc1nnc(CNc2cccc(Cl)c2)o1)OC1CCCCC1 | 6.8 | 2.0%
CCOC(=O)C1CCN(c2c(N3CCN(c4ccccc4OC)CC3)c(=O)c2=O)CC1 | 0.5 | 7.3%
O=C1Nc2ccc([N+](=O)[O-])cc2C1(O)N1CCCCC1 (stereo not given) | -7.1 | 1.8%
CCOC(=O)C(C)Sc1nnc(-c2ccccc2O)n1-c1ccc(C)cc1 (stereo not given) | 10.8 | 0.4%
O=C(CCN1C(=O)S/C(=C\c2ccccc2)C1=O)N1CCOCC1 | . | -3.7%
Cc1ncc(CN2CCCC(C(=O)c3cccc(OC(C)C)c3)C2)s1 (stereo not given) | 7.0 | 2.0%
Cc1ccccc1Cn1c(=N)n(CC(=O)c2ccco2)c2ccccc21 | 5.8 | -7.1%
O=C(/C=C/Nc1ccc(F)c(F)c1)c1ccc(Br)cc1 | . | 4.8%
Cn1c(=O)n(Cc2ccco2)c(=N)c2c3c(sc21)CCC3 | 9.2 | 1.3%
COc1cccc(/C=C/C(=O)OCC(=O)Nc2cccc(S(=O)(=O)N3CCCCC3)c2)c1OC | 10.8 | 0.3%
Cc1ccc(C2(C)NC(=O)N(CC(=O)Nc3ccc(-c4nc5ccc(C)cc5s4)cc3)C2=O)cc1 (stereo not given) | . | 3.5%
COc1ccc(OCC(=O)Nc2ccccc2Cl)cc1 | 4.1 | 2.4%
Cc1cc(NC(=O)c2ccc(NC(=O)CC(C)C)cc2)no1 | . | -0.5%
CNC(=O)c1c(O)c2cccc3c2n(c1=O)CC3 | . | 2.4%
O=C(CN1CCN(c2ccccn2)CC1)N1CCc2ccccc21 | -6.5 | 4.0%
CCOC(=O)N1CCC(N2Cc3cccc(C(=O)Nc4cccc(F)c4)c3C2=O)CC1 | 6.7 | -3.6%
COc1ccc(CC(=O)N/N=C/c2cccn2-c2ccc([N+](=O)[O-])cc2)cc1OC | 6.4 | 5.6%
CN(C)CCCN(Cc1cc2cc3c(cc2[nH]c1=O)OCCO3)C(=O)NC1CCCCC1 | 4.3 | 2.2%
COc1ccc(N2CCN(C(=O)CCNC(=O)c3ccccc3)CC2)cc1 | 2.0 | 2.7%

Five structures out of the list, ordered by number of heavy atoms, falling.
Compound | RmlCD inh 1536 | M. tuberculosis GlmU
Cc1ccc(C2(C)NC(=O)N(CC(=O)Nc3ccc(-c4nc5ccc(C)cc5s4)cc3)C2=O)cc1 (stereo not given) | . | 3.5%
COc1cccc(/C=C/C(=O)OCC(=O)Nc2cccc(S(=O)(=O)N3CCCCC3)c2)c1OC | 10.8 | 0.3%
O=C(CS(=O)(=O)Cc1ccccc1)Nc1ccc2c(c1)OCO2 | 6.5 | 3.1%
Cn1c(=O)n(Cc2ccco2)c(=N)c2c3c(sc21)CCC3 | 9.2 | 1.3%
CNC(=O)c1c(O)c2cccc3c2n(c1=O)CC3 | . | 2.4%

(next part)
Compound | RmlCD inh 1536 | M. tuberculosis GlmU
CCc1ccc(-n2cccc2/C=C2/C(=N)N3C(=NC2=O)SN=C3S(C)(=O)=O)cc1 | -4.9 | 5.9%
COC(=O)CCC(=O)Nc1cc(S(=O)(=O)Nc2ccc(Cl)cc2)ccc1N1CCOCC1 | 4.4 | -2.5%
C=CCNC(=S)N1CCN(C2CCCCC2)CC1 | . | -4.7%
CCc1nc2ccccc2c(=O)n1NC(=O)c1c(O)c2ccccc2n(CC)c1=O | . | 3.3%
CC1CCN(CC(=O)Nc2ccccc2C#N)CC1 | . | 3.7%
Cc1cc(NCc2ccco2)nc2cc(O)ccc12 | -5.3 | 2.1%
CCN(CC)C(=O)c1ccc(/C=C/c2c[nH]c3ccccc23)[n+](C)c1 | -11.1 | -1.7%
COC(=O)c1[nH]c2ccccc2c1NS(=O)(=O)c1ccc(OC)cc1OC | . | -0.3%
CCOC(=O)C(=O)Nc1ncc(Cl)s1 | -8.4 | 0.7%
CCCCCCCN(C(=O)CCl)c1ccccc1C | 17.4 | -1.6%
CCn1ncc(Br)c1C(=O)Nc1ccccc1C(=O)OC | . | 1.4%
O=C1COc2ccc(C(=O)CSc3nnnn3-c3ccccc3)cc2N1 | 11.2 | 1.8%
O=C(NC1=NCCS1)c1ccccc1OCc1ccccc1Cl | . | -0.9%
COc1ccc(N2CCN(CC(=O)c3c(C)n(C)c4ccc(OC)cc34)CC2)cc1 | 5.1 | 0.7%
Cc1ccc(CNc2ccc(N3C(=O)CC(C)C3=O)cc2[N+](=O)[O-])cc1 (stereo not given) | -8.9 | 0.4%
O=C(NC1=NCCS1)c1ccc(-c2ccc(Cl)cc2)o1 | -4.8 | 2.3%
COCC(=O)n1nc(-c2ccccc2)nc1NCc1ccccc1 | 0.1 | 1.7%
C=CCn1c(SCC(=O)c2ccc(Br)cc2)nnc1C(CC(C)C)NC(=O)c1cccs1 (stereo not given) | 6.7 | 0.6%
CCc1ccc2c(c1)c1nc(C)sc1n2CC(=O)OC | . | 0.6%
Cc1ccc(OCc2cnc(Cl)s2)c(C)c1 | -12.9 | 0.8%
COc1cc(CCC(O)CC(=O)CCc2ccccc2)ccc1O (stereo not given) | -6.8 | 3.2%
CC1=C(C#N)C(C)C2=C(CC(C)(C)CC2=O)N1 (stereo not given) | 99.8 | -4.2%
Cc1ccc(S(=O)(=O)c2c(N)n(CCCO)c3nc4ccccc4nc23)cc1 | . | -2.6%
COc1ccc(Cn2nnnc2C(c2cccs2)N2CCN(c3ccc([N+](=O)[O-])cc3)CC2)cc1 (stereo not given) | -12.0 | 8.4%
O=C(NCc1ccc2c(c1)OCO2)c1ccc(N2CCCC2=O)cc1 | . | -1.9%
COC(=O)c1c[nH]n2c(=O)c(Cc3ccc(F)cc3Cl)c(C)nc12 | ? | 4.1%
COc1ccccc1NS(=O)(=O)c1cc([N+](=O)[O-])ccc1N/N=C/c1c[nH]c2ccccc12 | -3.3 | 12.4%
CC(=O)c1cccc(S(=O)(=O)N2CCC(C(=O)O)CC2)c1 | 4.7 | 4.6%
O=C(O)COc1ccc(C(=O)Cc2ccc3c(c2)OCCCO3)c(O)c1 | 10.3 | -3.0%
Cc1scc(C(=O)NNC(=O)CCC(=O)O)c1C | 6.4 | 0.1%
CCOc1ccc2c(c1)-c1c(ssc1=S)C(C)(C)N2 | . | 1.9%
O=C(c1cccnc1)N1CCN(S(=O)(=O)c2ccc(Cl)cc2)CC1 | 4.2 | 3.2%
Cc1nc2sc(C(c3cccc(F)c3)N3CCOCC3)c(O)n2n1 (stereo not given) | 18.0 | 6.1%
CCOC(=O)c1[nH]c2ccccc2c1NC(=O)C(CC)CC | . | -2.5%
COc1ccc(C2=NO[C@@H]3[C@@H]4C[C@@H]([C@H]5C(=O)N(c6ccc7c(c6)OCO7)C(=O)[C@@H]45)[C@H]23)cc1OC | 6.1 | -4.1%
COc1ccc(/C=C/C(=O)OCC(=O)c2c(C)[nH]c3ccccc23)cc1OC | 3.2 | -6.2%
C=CCN1C=C2C(=O)C(C)(OC(=O)CCC(=O)OC)C(=O)C=C2C=C1C1CC1 (stereo not given) | . | -2.7%
COc1ccc(NC(=O)Cn2cc(S(=O)(=O)Cc3ccccc3)c3ccccc32)c(OC)c1 | 5.4 | -7.2%
CC(C)(C)c1ccc(NC(=O)Nc2ccc(OCC(=O)N3CCOCC3)cc2)cc1 | -11.9 | -1.2%
O=S(=O)(Cc1ccc(Cl)cc1)Nc1ccc(Cl)cn1 | . | -0.2%
c1ccc(-c2csc(-c3cccnc3)n2)cc1 | 85.2 | 2.1%
COc1cc(NS(=O)(=O)c2ccc(NC(=O)COc3ccc(C)cc3C)cc2)nc(OC)n1 | 4.0 | -1.7%
COc1ccc(CCN(C)C(=O)CNC(=O)c2ccccc2F)cc1OC | 15.1 | 7.1%
Cc1cc(C)nc(NC(=NCCc2c[nH]c3ccccc23)NC(=O)c2ccco2)n1 | . | -2.2%
CCN(CC)C(=O)CSc1nc2sc3c(c2c(=O)n1-c1ccc(C)cc1)CC(C)(C)SC3 | . | 0.7%
Cc1cc(C)nc(Sc2nc(Nc3ccccc3)nc(Sc3nc(C)cc(C)n3)n2)n1 | . | 2.4%
CCN(CC)S(=O)(=O)c1ccc(NS(=O)(=O)c2cccs2)cc1 | -6.3 | .
O=C1C2C3c4ccccc4C(c4ccccc43)[C@@H]2C(=O)N1c1cccnc1 (stereo not given in full) | 2.0 | 3.1%
O=C(c1ccccc1)N1CCN2C(=O)c3ccccc3C12c1ccc(Cl)cc1 (stereo not given) | . | 1.4%
CSc1nc2c(cnn2-c2ccccc2)c(=O)n1N | 6.7 | -2.8%
COC(=O)N/N=C/c1ccc(-c2ccccc2Cl)o1 | -5.1 | 8.1%
COc1ccc(CCNC(=O)c2ccc([N+](=O)[O-])cc2)cc1 | 0.5 | 2.6%
CCCNC(=O)COC(=O)c1ccc(-c2ccccc2)cc1 | -0.9 | -4.1%
CCOC(=O)CSC1=Nc2ccccc2C2=NC(CC(=O)NCc3cccs3)C(=O)N12 (stereo not given) | 29.8 | -3.9%
CCN(CC)C(=S)Nc1cc(C(=O)OC)ccc1C(=O)OC | -7.3 | 3.0%
Cc1cc2ccccn2c1C(=O)c1cccc(S(=O)(=O)N2CCOCC2)c1 | 0.2 | -4.7%
CCOc1cccc2cc(C(=O)NCc3cccnc3)c(=O)oc12 | . | 0.9%
Cc1ccc(C2CC(c3ccc(Cl)cc3)n3nc(N)nc3N2)cc1 (stereo not given) | . | -7.4%
CC1CN(c2ccc(Oc3ccccc3)cc2)c2nc3c(c(=O)n(CC(N)=O)c(=O)n3C)n2C1 (stereo not given) | . | 2.5%
CCn1ccnc1CNCc1cn(-c2cc(C)ccc2C)nc1-c1ccccc1 | -16.0 | -1.4%

Record cards, as listed above.
Shown for CC1CN(c2ccc(Oc3ccccc3)cc2)c2nc3c(c(=O)n(CC(N)=O)c(=O)n3C)n2C1 (stereo not given) = RmlCD inh 1536: .; M. tuberculosis GlmU: 2.5%
Shown for CCN(CC)C(=S)Nc1cc(C(=O)OC)ccc1C(=O)OC = RmlCD inh 1536: -7.3; M. tuberculosis GlmU: 3.0%

(cont.)
Compound | RmlCD inh 1536 | M. tuberculosis GlmU
Cc1cc(C)cc(N2C(=O)CSC2c2ccccn2)c1 (stereo not given) | -1.6 | -1.8%
CCC1Sc2ccccc2N(CC(=O)NC2CCCCC2)C1=O (stereo not given) | 4.2 | 2.5%
O=[N+]([O-])c1ccc(N=Cc2sc3ccccc3c2O)cc1 | -9.3 | 3.7%
O=C(Nc1ccsc1C(=O)NC1CCCCC1)c1ccccc1 | 5.2 | -3.0%
O=C1N=C(N2CCCCC2)S/C1=C\c1cn[nH]c1-c1ccccc1 | . | 1.2%
COc1cc(CC(=O)OCC(=O)Nc2ccc(Cl)c(S(=O)(=O)N(C)C)c2)cc(OC)c1OC | 1.5 | 6.1%
CCN1CCN(c2ncnc3c2cnn3-c2ccc(Cl)cc2)CC1 | . | -7.6%&5.3%
CC(=O)c1sc(NS(=O)(=O)c2ccc(C)cc2)nc1C | 8.4 | 0.0%
Cc1ccn2cc(CCNS(=O)(=O)c3ccc(F)c(C(F)(F)F)c3)nc2c1 | 5.3 | -2.9%
O=C(NC(=S)NCCCN1CCOCC1)c1ccco1 | 9.7 | -6.8%
Cn1c(SCC(=O)OCC(=O)c2ccccc2)nnc1-c1cccs1 | . | -10.7%
CCOC(=O)C(O)(CCC(O)(C(=O)OCC)C(=O)OCC)C(=O)OCC | -2.3 | 3.9%
COc1cccc(OC)c1C1=NCC(=O)Nc2c1oc1ccc(Br)cc21 | -3.4 | 2.9%
CCN(Cc1ccccc1)S(=O)(=O)c1nc2nc(C)c(C)c(C)n2n1 | . | 4.6%
O=C(Nc1ccccc1)Nc1nnc(SCc2ccc(Cl)cc2)s1 | -3.6 | 3.7%
CCOc1ccc(N2C(=O)Nc3ccccc3C2(O)C(=O)NCc2ccc3c(c2)OCO3)cc1 (stereo not given) | 48.5 | 3.2%
CCOC(=O)N1CCN(C(=O)c2cc3c(=O)n(C)c4ccccc4c3n2C)CC1 | 8.8 | -5.1%
CCn1c(Cn2nnc(-c3ccccc3)n2)nnc1SCc1ccc(Cl)c(Cl)c1 | . | 2.8%
Oc1cc2ccccc2cc1-c1n[nH]c(=S)o1 | 24.7 | 10.8%
O=C(O)C1CCC(=O)N(C2CCCCC2)C1c1ccccc1 (stereo not given) | 43.6 | 2.5%
CCOc1ccc(S(=O)(=O)N(C)c2ccc(OCC(=O)NC3=NCCS3)cc2)cc1 | -10.9 | -1.2%

Compound activity deposited in PubChem by several laboratories.

Some of the compounds tested, so the mix of outcomes need not match the whole.
